# High-throughput results deposited in PubChem by several laboratories.
# CF NFkB inh – blocks PAF-induced NF-kB reporter in cystic fibrosis cells. KKLEB NF-kB-GFP reporter, GFP fluorescence overnight. inhibition, % at 5 µM. 360,000 compounds, 0.86% hits. AID 588850;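 active = at least 50% inhibition at 5 µM, scaled per plate between neutral and stimulator controls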;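 also: PAF is a Pseudomonas aeruginosa culture filtrate used as stimulus; plate controls were PAF-stimulated DMSO wells for no effect and unstimulated DMSO wells for full effect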
# NR2E3 ag-1 – human photoreceptor-specific nuclear receptor agonism. AID 602229. 360,000 compounds, 0.35% hits. inhibition of corepressor binding, % at 3.98 µM. Q9Y5X4. CHO-S Gal4-NCOR/VP16-NR2E3 two-hybrid, luciferase;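 active = inhibition above the mean of all tested compounds plus 3 SD, cut at about 70% in these data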;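 also: 0% = DMSO with NR2E3 transfected cells and 100% = cells lacking NR2E3 construct; higher means lower luciferase signal from less NR2E3 corepressor binding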
# Target sequence (Q9Y5X4 whole entry, looked up, the tested form may be a part): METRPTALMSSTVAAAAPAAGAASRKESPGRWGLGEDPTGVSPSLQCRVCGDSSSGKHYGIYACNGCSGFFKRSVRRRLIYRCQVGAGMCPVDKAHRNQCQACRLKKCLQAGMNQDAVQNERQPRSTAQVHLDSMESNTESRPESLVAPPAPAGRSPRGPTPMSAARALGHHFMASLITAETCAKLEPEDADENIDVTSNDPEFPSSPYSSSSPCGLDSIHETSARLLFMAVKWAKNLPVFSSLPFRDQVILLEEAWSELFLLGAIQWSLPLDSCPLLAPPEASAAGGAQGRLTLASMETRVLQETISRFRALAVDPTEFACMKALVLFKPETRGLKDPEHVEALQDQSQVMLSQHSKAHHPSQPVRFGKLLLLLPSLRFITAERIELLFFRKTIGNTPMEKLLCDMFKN
# CaV13 FRET inh – Disruptors of the CACNA1D IQ motif to Ca2+-dependent inactivation inhibitor domain association, primary screening, Förster resonance energy transfer in intact living … | HEK cells, CFP/YFP FRET ICDI-IQ, plate reader, 10 min; percent FRET-ratio fall versus neutral wells | inhibition, % at 12.3 µM | 340,000 compounds, 0.098% hits;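 active = mean replicate inhibition of at least 30% and at least 1% of replicates passing that level; inconclusive = only one of the two criteria is met; inactive = neither criterion is met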;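 also: 0% = median of the neutral control wells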
# Peg3 promoter – reduces Peg3 promoter-driven luciferase expression in HeLa. HeLa PEG-Prom luciferase reporter, luminescence, overnight. inhibition, % at 20 µM. 360,000 compounds, 1.7% hits;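 active = inhibition of at least 50% at 20 µM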
# Vif imaging – inhibitors of HIV Vif; HEK293T cells, Vif self-association by quenched fluorescence, imaging, 24 h; inhibition, % at 7.49 µM; 340,000 compounds, 0.35% hits; in the data active = inhibition above about 50%, passing the limit was not always enough; inconclusive = no clear call, values can overlap the other calls; inactive = below about 31%; also: some results filed as inactive read as strong as hits
# HIF-2a inh – inhibitors of HIF-2a. 786-0 RCC cells HIF-2a reporter, luciferase luminescence, overnight. inhibition, % at 18.8 µM. 360,000 compounds, 0.72% hits. AID 624352;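 active = inhibition of the luminescence signal of 40% or more relative to plate controls, in a single-dose primary screen at 18.75 µM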
# NR2E3 ag-2 – NR2E3 (human) agonism; Q9Y5X4; GST-NR2E3/biotin-RetCOR TR-FRET, 1536-well; inhibition of corepressor binding, % at 4.78 µM; 320,000 compounds, 0.12% hits; AID 2300;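 active = percent inhibition above the cutoff of mean plus 3 SD of all tested compounds, set per screening campaign, cut at about 20% in these data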;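 also: 0% = DMSO wells and 100% = biotin wells as full block of FRET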
#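 Assay system: NR2E3–RetCOR corepressor complex. Quantity: 1.35 nM GST-NR2E3. Buffer or medium: pH 7.5 Tris-based buffer. Reagent: biotinylated RetCOR corepressor at 7 nM final. Schedule: 5 h at 4 °C. Detection: TR-FRET, emission read at 617 and 671 nm. Replicates: one well per compound, singlicate testing.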
# MITF TRPM1 inh – inhibitors of MITF-driven TRPM1 promoter in melanoma cells. SK-MEL-5 TRPM1 promoter luciferase, 24 h. inhibition, % at 12.5 µM. 330,000 compounds, 0.83% hits;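 active = mean inhibition across replicates of 60% or more, whatever share of single replicates reaches that level; inconclusive = some that reach 60%, reason not given; inactive = mean inhibition across replicates below 60%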; also: values of inactives mirror those of a sister screen read the other way
# PDI turbidity – inhibitors of human protein disulfide isomerase | P07237 | PDI insulin aggregation turbidity, A650, 90 min | inhibition, % at 10 µM | 350,000 compounds, 0.052% hits;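 active = mean inhibition across replicates of 30% or more, whatever share of single replicates reach that level; inconclusive = mean inhibition below 30% while every single replicate reaches 30%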;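 also: absorbance from insulin aggregation driven by PDI reduction with DTT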
# Target sequence (P07237 whole entry, looked up): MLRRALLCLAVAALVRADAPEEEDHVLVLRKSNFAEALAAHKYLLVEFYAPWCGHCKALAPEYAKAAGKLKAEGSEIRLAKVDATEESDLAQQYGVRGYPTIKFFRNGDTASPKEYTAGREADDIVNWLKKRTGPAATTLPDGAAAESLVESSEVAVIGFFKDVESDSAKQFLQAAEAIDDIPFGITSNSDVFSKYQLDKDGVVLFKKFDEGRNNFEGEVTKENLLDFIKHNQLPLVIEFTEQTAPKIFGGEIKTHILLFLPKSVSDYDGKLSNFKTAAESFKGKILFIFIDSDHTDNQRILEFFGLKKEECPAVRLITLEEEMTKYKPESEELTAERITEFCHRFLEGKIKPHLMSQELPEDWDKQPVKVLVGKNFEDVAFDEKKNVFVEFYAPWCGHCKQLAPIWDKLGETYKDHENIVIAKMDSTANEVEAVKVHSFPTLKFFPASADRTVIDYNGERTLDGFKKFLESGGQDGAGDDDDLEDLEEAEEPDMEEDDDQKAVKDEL
# Shn3 inh set2 – inhibitors of Schnurri-3 3'UTR reporter in osteoblasts; Clone20 osteoblast Shn3 3'UTR firefly luciferase, 24 h; inhibition, % at 12.5 µM; 360,000 compounds, 0.52% hits;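 active = mean inhibition of at least 75% with every replicate also reaching 75%; inconclusive = mean inhibition at least 75% but some replicate below; inactive = mean inhibition below 75%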;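 also: 0% = median of neutral control wells and 100% = pilot-screen positive control compound; some compounds past the cut are filed as inactive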
# KKLEB cytotox – counter-screen for CF NF-kB inhibitors: cytotoxicity | KKLEB CF airway cells viability, ATPlite luminescence, overnight; stronger effect = lower value; cells stimulated with P. aeruginosa culture filtrate | activity change (cytotoxicity), % at 5 µM | 360,000 compounds, 0.36% hits;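 active = corrected activity change at or below -50% at 5 µM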
# * marks the source's active call; other numbers are inactive results; u = inconclusive; x = no result given. An unsorted share of the library, and some 3.3% of all compounds hit somewhere here.
# The first 2 entries (preview)
cpd	compound	CF NFkB inh	NR2E3 ag-1	CaV13 FRET inh	Peg3 promoter	Vif imaging	HIF-2a inh	NR2E3 ag-2	MITF TRPM1 inh	PDI turbidity	Shn3 inh set2	KKLEB cytotox
1	Cc1nn(C(C)C(=O)NCc2ccccc2Cl)c(=O)c2c1sc1ccccc12 (configuration not stated)	8	2	-6	13	-8	16	-4	10	4	2	-10
2	C/C(=N/NC(=O)c1cc(C)[nH]n1)c1ccco1	-35	3	8	-98	-5	-152	-3	-36	2	-67	7

# This part in full (from the top)
cpd	compound	CF NFkB inh	NR2E3 ag-1	CaV13 FRET inh	Peg3 promoter	Vif imaging	HIF-2a inh	NR2E3 ag-2	MITF TRPM1 inh	PDI turbidity	Shn3 inh set2	KKLEB cytotox
1	Cc1nn(C(C)C(=O)NCc2ccccc2Cl)c(=O)c2c1sc1ccccc12 (configuration not stated)	8	2	-6	13	-8	16	-4	10	4	2	-10
2	C/C(=N/NC(=O)c1cc(C)[nH]n1)c1ccco1	-35	3	8	-98	-5	-152	-3	-36	2	-67	7
3	CCOC(=O)c1c(-c2cccc3ccccc23)csc1NC(=O)C1C2CCC(O2)C1C(=O)O (configuration not stated)	4	-13	-2	-6	-4	21	0	3	13	5	7
4	CCO[C@@H]1OC(C(=O)N2CCOCC2)=C[C@H](C2CC2)[C@H]1CCCO	25	14	x	11	-9	3	4	-12	-1	-14	4
5	O=C(CN1C(=O)S/C(=C\C=C\c2ccccc2)C1=O)Nc1ccccc1C(=O)O	1	-13	-2	-9	6	-21	3	2	-6	-43	-1
6	O=C(NN=C1CCCC1)c1cc(-c2ccc(F)cc2)nc2ccccc12	-19	21	-4	-6	-10	21	-3	4	3	-11	12
7	N#Cc1nc(-c2ccc(OCc3ccccc3)cc2)oc1NCCCN1CCOCC1	1	-7	-5	1	-4	-13	-2	7	0	13	-3
8	CCOc1cc(-c2noc(CCC(=O)N3CCOCC3)n2)ccc1OC	2	-21	-3	7	15	5	-3	-7	7	-5	-7
9	CCC(=O)c1cn(CC(=O)Nc2cccc(OC)c2)c2ccccc12	-15	-3	-5	9	-3	20	5	1	-1	3	3
10	CCCc1ccc(OC(=O)c2ccc(O)cc2Cl)cc1	13	-193	-5	-200	-10	-268	0	-54	1	-68	-5
11	O=C(Oc1ccc(Cl)c2cccnc12)c1cccnc1	16	-12	-12	24	-8	21	2	19	10	17	-10
12	CC(NC(=O)c1ccco1)C(=O)N1CCCCC1 (configuration not stated)	-22	-15	x	8	-2	-11	2	3	0	-1	8
13	CC1(C)CC(=O)C=C(Nc2ccccc2N)C1	-14	-10	-28	19	6	9	4	-5	3	0	9
14	CCCCNC(=O)C1(C)CCCCCN1Cc1cc2ccccc2o1 (configuration not stated)	1	19	-5	10	-4	-9	x	x	2	-3	14
15	CN(NC1OC(=O)c2ccccc21)c1ncc(C(F)(F)F)cc1Cl (configuration not stated)	-2	-15	-4	-26	-1	-37	-1	-5	3	4	-5
16	N#Cc1cccc(NC(=O)NCCc2c[nH]c3ccccc23)c1	2	-16	-6	-22	-4	-9	3	-4	1	0	-12
17	CC1(OC(=O)CCc2ccccc2)C(=O)C=C2C=C(c3ccc(C#N)cc3)N(C3CCCCC3)C=C2C1=O (configuration not stated)	-21	-13	-9	-23	1	3	-3	3	6	15	-10
18	Brc1ccc(-c2noc(COc3ccc4c(c3)CCC4)n2)o1	21	-33	-6	-125	17	-194	4	x	-3	-17	-2
19	CCOC(=O)N1CCN(C(=O)c2cn(CC)c3ccc(S(=O)(=O)N4CCOCC4)cc3c2=O)CC1	-16	-23	-6	6	1	23	-2	-13	-8	-7	2
20	CCC(C)(C)NC(=O)C(c1ccco1)N(C(=O)c1csnn1)c1cccc(F)c1 (configuration not stated)	6	-3	-5	2	-1	18	-4	3	3	7	-5
21	C[C@H](C(O)c1ccccc1)N(C)C(=O)CN (some centres not stated)	-6	-18	-10	0	21	12	2	-27	1	8	-12
22	c1ccc(CSc2ncnc3ccccc23)cc1	45	0	-3	-56	x	-73	-2	-37	5	-25	-12
23	Cc1ccc(C(=O)N/C(=C\c2ccc(-c3ccccc3[N+](=O)[O-])o2)C(=O)NCCCN(C)C)cc1	8	-27	-19	-34	0	2	-2	70*	-1	12	1
24	CC(=O)Nc1ccc(NC(=O)Cn2c(=O)n(-c3ccc(C)cc3)c(=O)c3oc4ccccc4c32)cc1	8	14	4	3	-8	5	1	4	-2	14	-14
25	COC(=O)CCc1nc2c(C#N)c(-c3ccc(Cl)cc3)ccn2n1	-6	4	-6	9	1	18	-3	2	1	-8	8
26	CC(=O)Nc1ccc(OC(F)(F)Cl)cc1	11	18	2	3	0	15	-1	-3	-3	11	-2
27	CC(NC(=O)c1cccc(S(=O)(=O)N(C)C)c1)c1nc2ccccc2[nH]1 (configuration not stated)	15	31	-4	13	-12	8	3	14	5	-3	-4
28	COc1ccc(OCc2nnc(SCC(=O)NC3CC4CCC3C4)o2)cc1 (configuration not stated)	-13	-51	-2	-99	-8	-133	2	-14	1	-12	12
29	CN(C)c1ccc(C(=S)N2CCOCC2)cc1	20	3	-5	0	-7	-11	-4	6	-3	-4	-8
30	C=CCN(CC=C)Cc1c(C)[nH]c2c(C)c(C)ccc2c1=O	4	14	-7	-4	1	7	3	8	-7	-22	-3

# Later entries
cpd	compound	CF NFkB inh	NR2E3 ag-1	CaV13 FRET inh	Peg3 promoter	Vif imaging	HIF-2a inh	NR2E3 ag-2	MITF TRPM1 inh	PDI turbidity	Shn3 inh set2	KKLEB cytotox
31	Cc1cc(C)nc(N/N=C/c2cccc([N+](=O)[O-])c2)n1	-16	-15	-19	-2	-2	-18	-1	-22	17	-4	2
32	CCOc1ncccc1C(=O)OCC(=O)NCc1ccc2c(c1)OCO2	14	18	-5	3	-4	10	2	16	11	-4	-6
33	COc1ccc(-n2c(Cc3cccn3C)nnc2SCC(=O)Nc2cccc(F)c2)cc1	18	-29	-6	13	7	-17	-2	12	x	9	15
34	CCCCN(CC)C(=O)c1cccc(Cl)c1	-4	-18	-6	8	5	19	0	-1	1	-8	8
35	O=C(CSc1nnc(NC(=O)C2CC(=O)N(c3ccccc3)C2)s1)NCC1CCCO1 (configuration not stated)	-6	-14	x	-6	1	8	1	-12	0	8	-11
36	O=S(=O)(CCc1nc2ccccc2[nH]1)c1ccc(Br)cc1	-2	19	-3	-7	4	15	-2	10	-6	0	-6
37	Cc1cc(C)c(NC(=O)C2CCCO2)c(C)c1 (configuration not stated)	11	-19	-5	-10	9	12	3	-64	2	-5	-4
38	CCOc1cccc(NC(=O)C2CC(=O)N(c3ccc(F)cc3)C2)c1 (configuration not stated)	1	-10	-7	11	8	10	3	-2	4	4	-9
39	CCOc1ccccc1NC(=O)CN(c1ccc(Cl)cc1)S(C)(=O)=O	-2	-21	-14	7	2	13	6	2	0	7	-1
40	COc1ccc(-c2csc(/C(C#N)=C/Nc3ccc4c(c3)OCCO4)n2)cc1	62*	-4	-5	28	-3	3	3	13	-10	9	-64*
41	C=CCn1c(SCCN)nnc1-c1cccc(S(=O)(=O)N2CCOCC2)c1	21	-4	-6	-5	1	-3	x	-3	-2	-10	0
42	COc1ccc2nc(C)cc(N/N=C/c3cccc(OC)c3O)c2c1	-85	-5	-3	111*	-8	17	-3	82*	-1	11	-2
43	Cc1c(C(C)(C)O)[nH]c2cc(C(F)(F)F)ccc12	11	10	-7	-9	-7	-3	1	-3	3	15	-4
44	O=C(CSc1nc2ncccc2[nH]1)c1cccc([N+](=O)[O-])c1	7	-25	-6	-2	-2	-5	0	-15	-1	5	0
45	O=C(CC1CCOCC1)Nc1ccc(Cl)c(Cl)c1	-6	-6	-10	-46	1	-66	0	-6	-5	-31	1
46	c1ccc(NC2=Nc3ccccc3CS2)cc1	-18	-107	x	-288	-10	-232	3	-83	-6	-20	-2
47	COc1ccc(S(=O)(=O)c2ccc(OCC3CO3)cc2)cc1 (configuration not stated)	1	7	-6	16	7	13	-4	3	-3	10	7
48	Cc1c(O)c(=O)c2ccccc2n1C	-2	-2	-5	11	-5	4	1	-10	-11	-4	-6
49	O=C(NC(NNc1ccc([N+](=O)[O-])cc1)(C(F)(F)F)C(F)(F)F)c1ccccc1Cl	-22	-12	x	4	-20	-6	4	11	-10	-8	-9
50	CCc1ccc(NC(=O)CCNS(=O)(=O)c2cccc3nonc23)cc1	-3	-20	-4	6	u	3	0	3	-3	5	7
51	CCOc1ccc(CN2CCN(Cc3c(C)nn(CC)c3C)CC2CCO)cc1 (configuration not stated)	6	-8	-5	7	-4	6	7	-6	7	11	-9

# Down the list, as entered above.
# Compounds 34 to 38 in CF NFkB inh, in turn: -4, -6, -2, 11, 1
# Compounds 34 to 38 in Shn3 inh set2, in turn: -8, 8, 0, -5, 4

# 3 entries from above, sorted by length of the SMILES, low to high.
cpd	compound	CF NFkB inh	NR2E3 ag-1	CaV13 FRET inh	Peg3 promoter	Vif imaging	HIF-2a inh	NR2E3 ag-2	MITF TRPM1 inh	PDI turbidity	Shn3 inh set2	KKLEB cytotox
43	Cc1c(C(C)(C)O)[nH]c2cc(C(F)(F)F)ccc12	11	10	-7	-9	-7	-3	1	-3	3	15	-4
36	O=S(=O)(CCc1nc2ccccc2[nH]1)c1ccc(Br)cc1	-2	19	-3	-7	4	15	-2	10	-6	0	-6
41	C=CCn1c(SCCN)nnc1-c1cccc(S(=O)(=O)N2CCOCC2)c1	21	-4	-6	-5	1	-3	x	-3	-2	-10	0
